Source: PubChem BioAssay (several laboratories)
CIT2-GFP yeast – modulators of CIT2-GFP expression in yeast, primary screen, S. cerevisiae, GFP fusion, multiplex flow cytometry, MLPCN library; GFP response vs DMSO, % at 10 µM; S. cerevisiae CIT2-GFP strain, 3 h; 100 means same as DMSO wells; 320,000 compounds, 0.065% hits;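 active means GFP response relative to DMSO above a set limit, near the screen mean plus 3 SD, cut at about 150% in these data; inconclusive means Fewer than 70 cells measured for a yeast strain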;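 further: ratio of well median GFP fluorescence to mean of DMSO wells on the plate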
GLD-1 TGE inh – GLD-1/TGE RNA complex disruptors, primary screen, biochemical, fluorescence polarization; Female germline-specific tumor suppressor gld-1 (Caenorhabditis elegans), Q17339; purified GLD-1 + fluorescein TGE RNA; inhibition, % at 5.96 µM; 320,000 compounds, 0.44% hits; AID 2280, 2010;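 active means percent inhibition above a per-plate cutoff, the plate mean of test compounds plus 3 SD, cut at about 30% in these data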;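 further: 0% = DMSO wells with GLD-1 and probe and 100% = wells lacking GLD-1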
VLA-4 inh – inhibition in human VLA-4 binding assay, primary screen, VLA-4 allosteric modulator project, MLPCN library, flow cytometry, VLA-4 expressing cells | ligand binding flow cytometry | inhibition, % (about 7 µM as worked out from the volumes in the protocol) | 330,000 compounds, 0.2% hits; in the data active means inhibition above about 50%
AGP1-GFP MLPCN – modulators of AGP1-GFP expression in yeast TOR pathway, primary screen, cell-based, multiplex flow cytometry, S. cerevisiae, MLPCN library | 3 h; GFP as percent of DMSO wells | AID 2066, 2009 | 320,000 compounds, 0.02% hits | GFP response vs DMSO, % at 10 µM;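 active means GFP response relative to DMSO above a set limit, near screen average plus 3 SD, cut at about 150% in these data; inconclusive means fewer than 70 cells counted for the yeast strain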;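 further: median GFP channel fluorescence of the gated AGP1 strain per well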
Yeast superoxide – reduction of superoxide in aged yeast, primary screen, HTS; AID 2690, 2010; 330,000 compounds, 0.18% hits; superoxide response (% of plate mean), % at 10 µM; S. cerevisiae aged cells, superoxide DHE fluorescence; active compounds read low;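 active means superoxide response under a set limit, about three screen SD below normal, cut at about 65% in these data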;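 further: yeast aged for seven days with compound at 30 °C before DHE staining; 100% = average MFI of all compound-treated wells on the plate with controls excluded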
MCL1 BIM primary – inhibitors of MCL1 binding to BIM-BH3, primary screen, biochemical, fluorescence polarization. Induced myeloid leukemia cell differentiation protein Mcl-1 (Homo sapiens), Q07820. GST-MCL1 / FITC-Bim-BH3 fluorescence polarization. inhibition, % at 10.9 µM. 320,000 compounds, 0.68% hits;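 active means inhibition above the mean inhibition of all tested compounds plus 3 SD, set per campaign, cut at about 40% in these data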;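 further: 0% = DMSO wells and 100% = unlabeled Bim-BH3 peptide control; higher means more loss of mP so more displacement of Bim peptide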
Target sequence (Q07820 whole entry, looked up): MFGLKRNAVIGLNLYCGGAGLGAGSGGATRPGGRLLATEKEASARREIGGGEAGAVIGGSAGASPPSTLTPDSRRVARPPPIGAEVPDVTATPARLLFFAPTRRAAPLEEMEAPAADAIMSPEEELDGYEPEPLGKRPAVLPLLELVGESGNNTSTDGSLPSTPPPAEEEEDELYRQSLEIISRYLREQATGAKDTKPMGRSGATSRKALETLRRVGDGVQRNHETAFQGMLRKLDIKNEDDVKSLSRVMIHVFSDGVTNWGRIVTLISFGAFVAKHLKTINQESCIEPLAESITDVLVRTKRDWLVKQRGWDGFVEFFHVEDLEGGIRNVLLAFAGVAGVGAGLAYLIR
Bcl-xL primary – inhibitors of human Bcl-xL, primary screen, biochemical, fluorescence polarization, HTS | Bcl-2-like protein 1 (Homo sapiens), Q07817 | GST-Bcl-xL / FITC-Bim BH3 peptide fluorescence polarization | inhibition, % at 10.9 µM | 320,000 compounds, 0.7% hits | AID 2129, 2009;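 active means inhibition above the mean of all tested compounds plus 3 SD, cutoff set per campaign, cut at about 30% in these data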;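 further: 0% = DMSO wells and 100% = unlabeled Bim-BH3 peptide competitor; inhibitors lower millipolarization by displacing the labeled peptide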
Target sequence (Q07817 whole entry, looked up): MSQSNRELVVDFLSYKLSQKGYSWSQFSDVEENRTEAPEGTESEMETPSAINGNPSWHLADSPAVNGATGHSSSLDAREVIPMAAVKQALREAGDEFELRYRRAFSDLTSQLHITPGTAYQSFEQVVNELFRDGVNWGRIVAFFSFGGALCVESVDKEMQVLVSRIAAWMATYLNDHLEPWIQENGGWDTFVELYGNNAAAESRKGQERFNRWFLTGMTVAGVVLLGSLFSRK
MEX-5 binding – MEX-5 zinc finger RNA-binding disruptors – biochemical, C. elegans, fluorescence polarization, MLPCN library, primary screen | 300,000 compounds, 0.38% hits | AID 1832, 2009 | Zinc finger protein mex-5 (Caenorhabditis elegans), Q9XUB2 | activity score (negative = inhibition of binding), % at 10 µM | MEX-5/FITC-TCR2 RNA binding; active compounds read low;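 active means inhibition past about -25% in most replicates, and total fluorescence under double the plate's negative control median, limit read from the data; inconclusive means replicates evenly split on the limit, or fluorescence at least double controls; inactive means too little inhibition in most replicates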;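 further: 0% = DMSO and -100% = 5 µM competing unlabeled TCR2 RNA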
Target sequence (Q9XUB2 whole entry, looked up): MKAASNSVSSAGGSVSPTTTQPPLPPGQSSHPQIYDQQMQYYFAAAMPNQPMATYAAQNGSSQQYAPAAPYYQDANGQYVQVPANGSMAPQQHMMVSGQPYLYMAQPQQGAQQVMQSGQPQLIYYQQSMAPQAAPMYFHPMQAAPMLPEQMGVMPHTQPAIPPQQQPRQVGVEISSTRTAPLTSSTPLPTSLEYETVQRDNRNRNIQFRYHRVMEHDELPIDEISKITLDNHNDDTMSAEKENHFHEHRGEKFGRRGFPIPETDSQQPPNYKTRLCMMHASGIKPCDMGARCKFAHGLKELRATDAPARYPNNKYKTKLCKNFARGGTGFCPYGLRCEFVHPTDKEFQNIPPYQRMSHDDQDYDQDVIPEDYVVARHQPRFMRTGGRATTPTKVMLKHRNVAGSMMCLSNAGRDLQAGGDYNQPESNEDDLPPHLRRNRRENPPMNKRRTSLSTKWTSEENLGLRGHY
GRK2 inh – compounds blocking aptamer binding on GRK2 – biochemical, human GRK2, bead flow cytometry, HTS, primary screen. inhibition of aptamer binding, % at 10 µM. 330,000 compounds, 0.59% hits. FAM-aptamer displacement from GRK2. Beta-adrenergic receptor kinase 1 (Homo sapiens), P25098. AID 488847, 2010;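 active means inhibition of aptamer binding above 40%, roughly 3 SD of noise, on plates passing a quality check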;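 further: median bead fluorescence of bound FAM aptamer so fluorescent compounds give negative values; no value below 0 was filed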
* hit, by the source's call; i = inactive; ? = inconclusive; nt = no result given; + = active, no number; [ ] = dose if it differs, or a comment. Hits appear at their usual frequency; about 2.1% have a hit in one of these screens.

Structure	CIT2-GFP yeast	GLD-1 TGE inh	VLA-4 inh	AGP1-GFP MLPCN	Yeast superoxide	MCL1 BIM primary	Bcl-xL primary	MEX-5 binding	GRK2 inh
COc1ccc(CN2CCC(C(=O)Nc3ccc(Oc4ccccc4)nc3)CC2)cc1F	103	6	21	103	99	-2	4	0.0	0
CCn1c2ccccc2c2cc(NC(=O)CSc3nnc(-c4ccccc4OC)n3N)ccc21	98	3	-5	102	118	4	1	0.1	2
CCN(CC)CCn1c2c(c(SCC(=O)Nc3nc4ccc(C)cc4s3)nc1=O)CCC2	96	-2	16	105	94	9	8	0.9	0
Cc1cccc(C(=O)OCC(=O)N2CC(C)CC(C)C2)c1C (centres undefined)	97	1	-2	103	113	nt	nt	nt	0
COc1ccc(NC(=O)COc2ccc(C(=O)c3ccc(F)cc3)cc2)cc1S(N)(=O)=O	96	-5	2	100	97	7	11	-1.9	0
COc1cc(CNC(=O)c2ccc3oc(C(C)C)nc3c2)cc(OC)c1	77	-6	6	89	107	0	1	-3.0	0
COc1ccc(-c2oc(NC(=O)CSc3ncn[nH]3)c(C#N)c2-c2ccc(OC)cc2)cc1	97	3	2	106	90	6	4	-0.3	0
O=C1NC(=S)S/C1=C/c1ccc(OC(=O)c2ccco2)cc1	88	-14	-6	64	112	-1	8	1.8	1
Cc1cc(C)n(CCC(=O)Nc2ccc(-c3ccno3)cc2)n1	94	-10	18	97	75	-10	0	-1.4	0
Cc1ccc(NC(=O)NCCN2CCCCC2)cc1Cl	106	-1	14	105	102	0	3	1.7	0
Cc1ccc(CC(=O)Nc2ccccc2N2CCOCC2)cc1C	104	16	10	107	97	14	12	nt	0
CC(CN1CCCC1)C(=O)NN (centres undefined)	96	6	24	97	89	1	2	-0.3	0
CCc1nnc(NC(=O)CCN2C(=O)/C(=C/c3cc(OC)c(OC)c(OC)c3)SC2=S)s1	106	-3	3	86	97	8	-3	-22	2
COc1ccc2c(c1)CCC1=C2NC(=S)NC1c1ccc(N(C)C)cc1 (centres undefined)	92	3	-2	98	105	-14	2	0.7	2
O=C(NCc1ccccn1)c1cccc(S(=O)(=O)N2CCc3ccccc32)c1	104	3	3	104	110	nt	nt	nt	0
Cc1nc(NS(=O)(=O)c2ccccc2)sc1NC(=O)OC(C)C	91	8	6	92	88	9	8	-0.1	2
Cc1ccccc1-c1nc(CS(=O)CC(=O)NC(C)CCc2ccccc2)c(C)o1 (centres undefined)	?	1	34	?	118	-3	1	1.8	1
Cc1ccc(NC(=O)c2cc(S(=O)(=O)NCCC3=CCCCC3)ccc2F)cc1	109	3	17	103	81	3	5	0.8	1
COC(C)(C)[C@@H](O)COc1c2ccoc2cc2oc(=O)ccc12	98	-4	0	103	97	4	8	nt	5
CCN1CCN(C(=O)C2CCN(S(=O)(=O)c3cc(Cl)ccc3Cl)CC2)CC1	101	4	4	98	96	2	2	-3.5	0
Cc1ccc(-n2ncc(C(=O)N3CCN(C(=O)c4ccco4)CC3)c2-n2cccc2)cc1	97	-3	5	100	83	-2	3	-2.6	0
Cc1ccc(NC(=O)c2ccc([N+](=O)[O-])cc2)cc1S(=O)(=O)N(C)C	114	-1	4	114	99	-7	-4	1.7	0
Cc1ccc(C(=O)Nc2ccccc2)cc1S(=O)(=O)Nc1ccc(Cl)cn1	106	-2	1	102	97	8	9	-1.4	2
O=C(c1ccccc1)c1cnc2ccc(Cl)cc2c1N1CCOCC1	95	6	46	99	111	-5	0	-2.2	0
COCCN(C(=O)c1csnn1)C(C(=O)NC1CCCCC1)c1ccccc1 (centres undefined)	105	-8	5	102	94	7	7	-1.0	0
COc1cccc(/C=N/NC(=O)CCc2c(C)n[nH]c2C)c1	102	2	-4	100	91	4	4	-0.1	0
COc1ccc([N+](=O)[O-])cc1NC(=O)COC(=O)Cn1cnc2ccccc2c1=O	84	2	5	90	120	nt	nt	nt	4
COC(=O)c1cc(OC)c(OC)cc1NC(=O)CSCc1c(C)noc1C	103	3	0	105	98	nt	nt	nt	0
COc1ccc(C(CNC(=O)c2ccco2)N2CCOCC2)cc1 (centres undefined)	102	4	6	106	92	11	1	nt	0
CC/C(=N\NS(C)(=O)=O)c1ccccc1	98	-3	1	101	105	3	-2	-1.5	2
CS(=O)(=O)c1ccc(C(=O)NNC(=O)c2cccs2)cc1	107	1	-3	103	84	nt	nt	nt	0
O=C(OCC(=O)N1CCN(C(=O)c2ccco2)CC1)c1cc(-c2ccccc2)nc2ccccc12	120	4	13	137	125	-10	-11	-2.8	0
Cc1ccnc(N2CCC(C(=O)Nc3cccc(C(F)(F)F)c3)CC2)n1	99	3	18	110	98	5	3	-0.3	0
COc1cc(CN2CCN(CCCc3ccccc3)C(CCO)C2)cc(OC)c1O (centres undefined)	95	2	9	79	124	4	7	-1.1	1
c1ccc(Cc2nn3c(Cn4nnc5ccccc54)nnc3s2)cc1	103	2	-7	107	97	6	3	2.5	0
CCc1cccc(NC(=O)C2CCCN(S(=O)(=O)c3cccs3)C2)c1 (centres undefined)	94	0	13	96	96	-3	1	0.0	2
COc1ccc(NC(=S)Nc2ccccc2)cn1	100	19	-1	101	103	14	11	0.2	0
Cc1cnc(C(=O)OCC(=O)Nc2ccc(OCc3ccccc3)cc2)cn1	100	0	15	95	88	0	5	nt	3
CCn1ncc(S(=O)(=O)Nc2cc(Cl)ccc2C)c1C	97	6	8	98	120	-1	1	-3.7	3
COc1cccc(Cn2cccc(NC(=O)NCc3ccccc3)c2=O)c1	111	0	-14	105	101	5	7	-1.4	3
O=C(C1=C(O)C(=O)N(c2nccs2)C1c1ccccc1)c1cc2ccccc2o1 (centres undefined)	90	174*	31	90	120	+	185*	2.5	0
Cc1nn(C)c(C)c1S(=O)(=O)N(CC(=O)NC1CCCCCC1)c1ccc(C(C)C)cc1	106	-4	-2	106	105	-6	-3	1.8	4
Cc1ccc(S(=O)(=O)NC(C)CCc2ccccc2)cc1C(N)=O (centres undefined)	98	3	5	88	94	0	3	0.9	3
O=C(CCS(=O)(=O)Cc1ccccc1)NCC1CCCO1 (centres undefined)	105	2	15	100	90	6	6	-2.1	1
CN(C)S(=O)(=O)n1cnc([C@@H]2[C@H]3C(=O)OC[C@@H]3C[C@@]23N=CN(Cc2ccccc2)C3=O)c1	104	2	19	100	110	-3	5	nt	2
CCOC(=O)c1nn(-c2ccc(Br)cc2)cc1C(=O)c1cccc2ccccc12	103	4	8	99	95	2	4	-3.3	3
Cc1cc(NC(=O)CSc2nc(C)c(C)c(=O)[nH]2)no1	96	3	3	100	99	-1	0	-0.7	5
CCOC(=O)c1cc2cc([N+](=O)[O-])ccc2oc1=O	91	-2	15	98	103	8	5	0.7	5
CCN1C(=O)CS/C1=N\S(=O)(=O)c1ccccc1	110	8	-8	102	88	5	-3	0.2	4
CCOC(=O)c1ccc(OCC2NCCc3cc(OC)c(OC)cc32)cc1 (centres undefined)	111	-3	0	97	86	7	-1	2.2	0
CCCCCCc1c(O)c2ccccc2[nH]c1=O	106	1	9	100	102	0	7	-2.3	8
CCN1C(=O)[C@H]2[C@@H](c3ccc(SC4CCCCC4)c(OC)c3)N[C@@](Cc3ccccc3)(C(=O)OC)[C@H]2C1=O	88	2	5	82	92	7	7	0.5	0
O=C(NNc1ncc(C(F)(F)F)cc1Cl)c1ccc(Cl)c(Cl)c1	90	4	5	108	88	-6	-8	-1.6	1
CCCCn1c(-c2ccccc2C)nc2cc3[nH]c(=O)c(C(C)C)nc3cc21	68	7	-15	81	95	32	30*	0.4	7
CC(C)(C)NC(=O)NC(=O)COC(=O)CCC1CCCC1	92	1	-21	98	101	3	6	2.2	0
COc1cccc(-n2ccnc2SCC(=O)NCc2ccccc2)c1	103	13	22	107	105	0	6	0.7	0
CCCOc1ccc(C2=CSC3=NCCN23)cc1Cl	105	-5	14	98	85	7	5	-0.5	0
COCCNC(=O)C1CCCN(S(=O)(=O)c2ccc3c(c2)CC(C)N3C(=O)C2CC2)C1 (centres undefined)	109	-2	1	108	100	-2	2	1.4	2
Cc1ccc(-c2nnn(CC(=O)N3CCCCC3)n2)o1	95	-3	6	100	106	-1	-4	-3.2	0
CN(C)/C=N/NC(=O)c1ccc(Cl)cc1	102	3	-9	103	94	7	6	3.2	0

Next part
Structure	CIT2-GFP yeast	GLD-1 TGE inh	VLA-4 inh	AGP1-GFP MLPCN	Yeast superoxide	MCL1 BIM primary	Bcl-xL primary	MEX-5 binding	GRK2 inh
Cc1oc2nc(SCC(=O)NCCCO)nc(N)c2c1C	nt	2	5	107	i	-3	3	1.6	3
O=S(=O)(Cc1cc(NCc2ccccc2)nc(-c2ccccn2)n1)c1ccccc1	102	-7	-8	105	101	11	8	0.6	0
O=C(OCCOc1cccc(Cl)c1)C1CCN(S(=O)(=O)c2ccccc2)CC1	116[may fluoresce green]	-2	-3	105[may fluoresce green]	104	-2	-1	2.9	0
CC(C)(C)NC(=O)NC(=O)CN1C(=O)NC(c2ccccc2)(c2ccccc2)C1=O	98	11	13	97	109	-1	1	-1.1	0
CC(C)CNC(=S)NNC(=O)c1csc2c1CCCC2	94	11	-6	92	103	8	6	1.8	1
O=C(NCc1cccnc1)NC1(C(F)(F)F)Oc2ccc(Cl)cc2O1 (centres undefined)	99	3	28	101	98	2	0	-1.8	0
CC(=O)Nc1ccc2c(CSc3nnc(N)s3)cc(=O)oc2c1	106	8	-1	104	98	4	3	0.3	4
CCCCCc1cc(=O)oc2c(C(CCN(CC)CC)c3ccc(N(C)C)cc3)c(OC)cc(OC)c12 (centres undefined)	105	-1	37	106	90	-6	5	-0.5	0
O=C(c1ccc(C(F)(F)F)cc1)C1CCCN(C(=O)CCn2cncn2)C1 (centres undefined)	95	2	6	94	85	2	-1	6.3	2
CCOc1ccc(N/C=C/C(=O)c2ccc(C)cc2)c([N+](=O)[O-])c1	?	5	24	?	88	0	2	0.5	2
COC(=O)CSc1nc(C)c2c(n1)CCCC2	96	-1	1	99	94	4	1	1.8	3
CCN(CC)S(=O)(=O)c1ccc(OC)c(NC(=O)c2cc3c(=O)n4ccccc4nc3s2)c1	101	0	-8	99	101	7	8	-4.7	10
COc1ccc(S(=O)(=O)N2CCC(C(=O)NCCC(=O)Nc3ccc(Cl)cc3)CC2)cc1	100	-9	-6	101	97	-2	3	0.0	0
